# Compound activity deposited in PubChem by several laboratories.
# PG9 binder = binds the HIV-1 gp120 antibody PG9 | TR-FRET gp120-PG9 antibody binding | 360,000 compounds, 0.43% hits | inhibition, % at 6.7 µM; in the data active = inhibition above about 8.5%
# NR1D1 modulator = modulators of human Rev-erb alpha DNA binding; 370,000 compounds, 0.79% hits; activity, % at 10 µM; Rev-erbα–FITC-DNA binding, fluorescence polarization, 90 min; P20393;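 active = activity above about 14%, limit read from the data; passing the limit was not always enough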;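 also: 0% = DMSO wells with 35 nM protein and 100% = DMSO wells with 750 nM protein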
# ABHD4 inh = inhibitors of mouse ABHD4. 370,000 compounds, 0.54% hits. purified mABHD4, FP-Rh probe fluorescence polarization. Q8VD66. inhibition, % at 8.92 µM;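 active = inhibition exceeding the mean over every tested compound plus 3 SD, cut at about 30% in these data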;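 also: 0% = plate median of compound wells and 100% = S159A mutant with DMSO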
# Target sequence (Q8VD66 whole entry, looked up): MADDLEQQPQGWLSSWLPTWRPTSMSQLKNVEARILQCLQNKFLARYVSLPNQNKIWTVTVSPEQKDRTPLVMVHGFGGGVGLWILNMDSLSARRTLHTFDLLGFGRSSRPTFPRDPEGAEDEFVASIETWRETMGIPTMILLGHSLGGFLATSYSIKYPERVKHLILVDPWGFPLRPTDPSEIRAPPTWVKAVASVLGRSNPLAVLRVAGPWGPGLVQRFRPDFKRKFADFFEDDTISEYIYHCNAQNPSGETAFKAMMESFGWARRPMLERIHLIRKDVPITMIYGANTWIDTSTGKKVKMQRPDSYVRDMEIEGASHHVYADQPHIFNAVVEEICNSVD
#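 Test system: mABHD4 protein; Read-out basis: % inhibition; Incubation: 45 min + 60 min at 25 °C; Repeats: single replicate; Technique: fluorescence polarization with parallel and perpendicular emission, 525/598 nm; Compound: 8.92 µM, single dose; Benchmarks: full inhibition S159A mutant plus DMSO, zero as sample-well median.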
# HTRA1 inhibitor = inhibitors of human serine peptidase HTRA1; recombinant HTRA1, FP-rhodamine activity-based probe, fluorescence polarization; inhibition, % at 5.96 µM; 340,000 compounds, 0.5% hits; in the data active = inhibition above about 36%;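 also: 0% = enzyme with DMSO and 100% = wells lacking enzyme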
# LEDGF integ inh = blocks HIV-1 LEDGF/p75-dependent DNA integration; AID 743269; 370,000 compounds, 0.64% hits; TR-FRET IN-LEDGF/p75 DNA integration, Eu/Cy5; inhibition, % at 3.7 µM;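 active = inhibition above the screen-wide mean plus 3 SD, cut at about 13% in these data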;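 also: signal is the Cy5 over europium emission ratio at 671 and 618 nm; 0% = plate median of compound wells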
# SIAE primary = inhibitors of human sialic acid acetylesterase SIAE; Q9HAT2; SIAE FP-Rh probe binding, fluorescence polarization; inhibition, % at 9.66 µM; 370,000 compounds, 0.69% hits; AID 1053197;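 active = inhibition above a cutoff: mean of compounds within the control limits plus 3 SD of those, cut at about 17% in these data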;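 also: 0% = plate median of compound wells and 100% = probe without SIAE protein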
# TDP2 inh = blocks human TDP2 phosphodiesterase activity. O95551. recombinant TDP2, T5PNP hydrolysis, p-nitrophenol absorbance 415 nm. AID 720702. 370,000 compounds, 0.34% hits. inhibition, % at 12.8 µM;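 active = inhibition above the mean of all tested compounds plus 3 SD, set per campaign, cut at about 25% in these data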;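 also: 0% = DMSO with enzyme and 100% = buffer with substrate but no TDP2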
# Target sequence (O95551 whole entry, looked up): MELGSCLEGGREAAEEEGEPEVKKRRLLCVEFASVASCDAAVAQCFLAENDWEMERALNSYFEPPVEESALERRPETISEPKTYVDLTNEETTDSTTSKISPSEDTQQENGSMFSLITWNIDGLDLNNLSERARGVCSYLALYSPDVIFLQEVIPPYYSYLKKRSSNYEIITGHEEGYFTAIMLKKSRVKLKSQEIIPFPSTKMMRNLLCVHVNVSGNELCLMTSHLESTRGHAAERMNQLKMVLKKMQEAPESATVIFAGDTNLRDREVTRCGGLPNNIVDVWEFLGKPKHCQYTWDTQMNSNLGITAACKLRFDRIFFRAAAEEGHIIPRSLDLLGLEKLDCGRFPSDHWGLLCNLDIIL
#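 System – recombinant human TDP2 · Quantity – TDP2 enzyme at 120 nM final · Doses – single concentration, 12.8 µM nominal, with 1% DMSO · Incubation – 2 h at 37 °C · Measured by – epi absorbance of p-nitrophenol freed from T5PNP by hydrolysis · Read-out – % inhibition relative to enzyme-containing and enzyme-free wells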
# PRMT1 FP inh = inhibitors of human PRMT1 | AID 652257 | inhibition, % at 2.79 µM | 370,000 compounds, 1.3% hits | Q99873 | recombinant PRMT1, activity-based probe fluorescence polarization;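 active = inhibition above about 21% made by adding two undisclosed values, limit read from the data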
# Target sequence (Q99873 whole entry, looked up): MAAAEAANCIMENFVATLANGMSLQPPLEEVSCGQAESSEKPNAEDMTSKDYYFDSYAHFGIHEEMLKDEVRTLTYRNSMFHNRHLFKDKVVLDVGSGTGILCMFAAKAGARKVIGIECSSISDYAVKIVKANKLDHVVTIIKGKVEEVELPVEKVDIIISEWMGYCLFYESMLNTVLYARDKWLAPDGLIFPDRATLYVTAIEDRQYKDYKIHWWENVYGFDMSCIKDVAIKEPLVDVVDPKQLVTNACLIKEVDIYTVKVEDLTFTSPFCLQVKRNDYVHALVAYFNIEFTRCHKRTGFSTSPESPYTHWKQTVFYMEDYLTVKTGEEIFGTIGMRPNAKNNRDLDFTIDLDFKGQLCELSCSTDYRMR
# rCAG RNA binder = r(CAG) repeat RNA binding | 370,000 compounds, 1.3% hits | TO-PRO-1 dye displacement fluorescence | inhibition, % at 3 µM | AID 651821;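 active = inhibition above the plate cutoff, the mean of all test compounds on that plate plus 3 SD, cut at about 35% in these data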;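 also: 0% = DMSO alone and 100% = 100 µM mitoxantrone as full dye displacement; higher means more dye released from RNA so lower well fluorescence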
# TCR CD3 inh = inhibitors of human TCR-CD3 interaction; TAMRA-labeled TCR probe fluorescence, biochemical; inhibition, % at 9.4 µM; 360,000 compounds, 0.37% hits; AID 651800; in the data active = inhibition above about 19%;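 also: recombinant mutant TCR 2C K166C tagged with TAMRA read by polarization; 0% = receptor in buffer alone and 100% = receptor with positive control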
# * marks the source's active call; other numbers are inactive results; nt = no result given; & = joins results of further samples. An excerpt; the hit share may differ from the screen's.
nr	Compound	PG9 binder	NR1D1 modulator	TDP2 inh	ABHD4 inh	HTRA1 inhibitor
1	CCOC(=O)N1CCN(C(=O)CSc2nc3nc(C)cc(C)n3n2)CC1	1.9	-2	6	5	7
2	CC1(C(=O)Nc2cccc(NS(C)(=O)=O)c2)CCN1Cc1ccccc1OC(F)F (configuration not stated)	-0.7	2	-4	-5	nt
3	CC(C)=CC1C(C(=O)NCCc2ccccc2)C1(C)C (configuration not stated)	2.5	7	-8	-6	-3
4	O=C1CSC(c2ccccc2F)N1c1ccccc1 (configuration not stated)	2.4	2	1	1	25
5	COc1ccc(-n2nnnc2SCC(=O)Nc2ccccc2F)cc1	1.6	-2	-4	1	-7
6	O=C(C(NS(=O)(=O)c1cccs1)c1ccccc1)N1CCN(c2ccccc2)CC1 (configuration not stated)	-5.0	-1	-16	-3	-6
7	CCCCNS(=O)(=O)c1ccc2nc(SCC(=O)Nc3cc(C)cc(C)c3)[nH]c2c1	-0.9	4	-6	-58	-73
8	CC1CC(C)CN(C(=O)COC(=O)c2c[nH]c3ccccc23)C1 (configuration not stated)	-1.4	-5	1	3	-2
9	C/C(=N/NC(=O)c1ccncc1)C1=C(O)CC(C)(C)CC1=O	-1.8	-7	-4	-2	6
10	CC(=O)N1CCN(CC(O)COc2ccc(Br)cc2)CC1 (configuration not stated)	-1.6	0	-5	3	-1
11	Cc1ccc(-c2nnc(-n3nc(C)cc3C)c3ccccc23)cc1	1.0	-5	-5	1	-5
12	CC(C)C(=O)N1CCN(C2=NS(=O)(=O)c3ccccc32)CC1	-0.4	1	-2	1	2

nr	SIAE primary	TCR CD3 inh	LEDGF integ inh	PRMT1 FP inh	rCAG RNA binder
1	-6	-1	2	2	-1
2	9	1	-3	-2	2
3	-7	-5	1	7	-5
4	-8	-3	0	0	2
5	3	1	-4	3	-2
6	-2	-8	6	11	4
7	-56	2	-4	1	10
8	4	3	0	-4	6
9	-1	5	0	0	-3
10	7	-3	-3	-1	3
11	-2	2	-3	1	-9
12	-3	8	0	-1	-1

# The list goes on (6 carried over from the part before).
nr	Compound	PG9 binder	NR1D1 modulator	TDP2 inh	ABHD4 inh	HTRA1 inhibitor
7	CCCCNS(=O)(=O)c1ccc2nc(SCC(=O)Nc3cc(C)cc(C)c3)[nH]c2c1	-0.9	4	-6	-58	-73
8	CC1CC(C)CN(C(=O)COC(=O)c2c[nH]c3ccccc23)C1 (configuration not stated)	-1.4	-5	1	3	-2
9	C/C(=N/NC(=O)c1ccncc1)C1=C(O)CC(C)(C)CC1=O	-1.8	-7	-4	-2	6
10	CC(=O)N1CCN(CC(O)COc2ccc(Br)cc2)CC1 (configuration not stated)	-1.6	0	-5	3	-1
11	Cc1ccc(-c2nnc(-n3nc(C)cc3C)c3ccccc23)cc1	1.0	-5	-5	1	-5
12	CC(C)C(=O)N1CCN(C2=NS(=O)(=O)c3ccccc32)CC1	-0.4	1	-2	1	2
13	CCCCNC(=O)C[C@@H]1C[C@@]2(C(=O)OCC)CCC=C2N(Cc2ccccc2)C1=O	1.3	4	-7	-2	nt
14	C/C(=N/NC(=O)c1cccnc1)C1=C(O)CC(C)(C)CC1=O	-2.5	2	1	7	0
15	CCCCn1c(N)c(N(CCOC)C(=O)c2ccc(OCc3c(C)noc3C)cc2)c(=O)[nH]c1=O	1.5	-5	-4	-2	8
16	COc1ccccc1C(=O)NCCC(=O)NCCOc1ccccc1	-2.6	-4	3	1	5
17	COC(=O)CN(c1ccc(C)c(Cl)c1)S(C)(=O)=O	-1.9	1	0	-5	3
18	O=C(NCc1ccc2c(c1)OCO2)C1CCC(=O)N1C1CCCCC1 (configuration not stated)	-0.6	4	-5	0	-2
19	O=C(COc1ccccc1)Nc1sc2c(c1C(=O)NCc1cccnc1)CCCC2	3.0	18	-8	-15	-43
20	CCOC(=O)NC(=O)COC(=O)CCCSc1nc2ccccc2s1	0.9	4	-1	0	2
21	Nc1nc(CN2CCN(c3cccc(Cl)c3)CC2)nc(N2CCCc3ccccc32)n1	-1.1	1	5	1	-14
22	Cc1cc(Cl)ccc1NC(=S)NC(C)(C)C	-1.7	-2	-9	-2	4
23	O=C(NCc1ccco1)C(=O)c1cn(CC(=O)N2CCCCC2)c2ccccc12	-0.9	-2	-9	-1	4
24	COc1ccc(CNC(=O)[C@@H](C)NC(=O)C2CCN(C(=O)[C@@H](N)CCSC)CC2)cc1	0.7	-1	1	-8	-7

nr	SIAE primary	TCR CD3 inh	LEDGF integ inh	PRMT1 FP inh	rCAG RNA binder
7	-56	2	-4	1	10
8	4	3	0	-4	6
9	-1	5	0	0	-3
10	7	-3	-3	-1	3
11	-2	2	-3	1	-9
12	-3	8	0	-1	-1
13	1	4	-2	1	-1
14	-2	-1	0	0	-1
15	0	4	4	-1	0
16	1	7	3	0	-6
17	-4	4	1	0	2
18	-15	-5	2	-2	0
19	-16	2	-7	-2	4
20	-4	6	3	-5	-6
21	9	-2	8	1	1
22	0	2	-5	5	4
23	-4	5	-6	0	0
24	6	-1	-4	2	-1

# Next entries follow:
nr	Compound	PG9 binder	NR1D1 modulator	TDP2 inh	ABHD4 inh	HTRA1 inhibitor
25	CN1CCN(CCCc2c3c(cc4c2CCC4)CCC3)CC1	-0.5	1	-8	3	3
26	CC(=O)Nc1ccc(CN(C)c2c(C)nc3ccc(C(=O)NCCCN4CCCC4=O)cn23)cc1	-0.8	-1	8	3	nt
27	O=C(N=C1SC2CS(=O)(=O)CC2N1c1ccc(F)cc1)C1CCCCC1 (configuration not stated)	-1.0	4	-3	4	-2
28	C[C@H]1CN(S(=O)(=O)c2ccc3c(c2)OCCO3)CCN1S(=O)(=O)c1c(F)cccc1F	0.1	2	6	11	-14
29	COc1ccc(C2c3sc(=O)[nH]c3SC3C4CCC(C4)C23)cc1OC (configuration not stated)	1.6	1	-6	2	-20
30	CCN1Cc2nnn(Cc3ccc(C)cc3)c2-c2ccccc2S1(=O)=O	nt	6	-8	1	nt
31	NC(N)=N/N=C/c1c(Cl)cccc1Cl	-0.5&-0.6	5&-13	3&-9	0&-4	5&5
32	COc1cc(CCN=Cc2cccc(OC)c2O)c([N+](=O)[O-])cc1OC	1.9	0	-8	1	nt
33	CCOC(=O)C1CCN(C(=S)Nc2ccc(CC)cc2)CC1	-0.8	-2	-13	-1	-1
34	CN(CC(=O)Nc1ccccc1C(F)(F)F)C(=O)c1cc2c(s1)CCCCC2	0.9	5	-3	7	-10
35	CSc1ccccc1NC(=O)Nc1cccc(Cl)c1C	2.9	0	-16	-5	-3
36	COc1ccc(-c2cc3c(=O)n(CC(=O)NCc4ccccc4OC)ncn3n2)cc1	-1.9	0	4	1	0

nr	SIAE primary	TCR CD3 inh	LEDGF integ inh	PRMT1 FP inh	rCAG RNA binder
25	8	-2	-3	2	-5
26	0	1	-2	1	2
27	-7	4	-4	5	-3
28	5	-3	0	2	-2
29	5	1	4	3	6
30	-2	nt	-1	2	0
31	0&-5	5&3	0&3	0&3	3&1
32	7	-1	-1	0	3
33	0	-7	-2	1	-3
34	-1	-10	-6	3	-10
35	-13	-7	-1	4	1
36	6	6	1	0	2

# More records
nr	Compound	PG9 binder	NR1D1 modulator	TDP2 inh	ABHD4 inh	HTRA1 inhibitor
37	O=C(CN(CCc1ccccc1)S(=O)(=O)c1cccs1)N1CCOCC1	nt	3	5	2	nt
38	COc1cc2c(cc1OC)CN(C(=O)CSc1ccc(F)cc1)CC2	0.5	9	8	1	1
39	Cc1ccc(N(C)S(=O)(=O)c2cccc(C(=O)Oc3ccc4c(C)cc(=O)oc4c3)c2)cc1	-1.1	-3	9	13	-3
40	O=S(=O)(c1ccc(N=C2NN=C(c3cc(F)ccc3F)CS2)cc1)N1CCOCC1	-0.3	-6	10	-36	nt
41	O=C(NCCOC(=O)c1ccc(Cl)cc1)c1cccnc1	-0.4	-2	11	-5	16
42	CC(=O)c1cccc(NC(=O)CCN2C(=O)C3C4CCC(C4)C3C2=O)c1 (configuration not stated)	-0.4	1	2	-1	0
43	CCOC(=O)N1CCN(C(=O)c2ccc(N(Cc3ccc(C)cc3)S(C)(=O)=O)cc2)CC1	-3.6	0	-19	-3	-2
44	Cc1cccc2c(N=NC(=O)C(C)n3cnc4ccccc4c3=O)c(O)[nH]c12 (configuration not stated)	-1.1	-5	1	1	-6
45	O=C(Cn1nnc(N2CCCCC2)n1)c1ccc(Cl)c(Cl)c1	0.0	-1	-3	3	nt
46	CC(C)(C)C(=O)Nc1ccccc1C(=O)N1CCCC1	-0.7	6	8	-5	2
47	CCOC(=O)c1sc(=NC(=O)c2ccccc2)n(C)c1C	1.8	5	-2	0	3
48	Cc1ccc(Oc2nc3ccccc3n3cccc23)cc1	-1.3	-4	-1	-6	-11

nr	SIAE primary	TCR CD3 inh	LEDGF integ inh	PRMT1 FP inh	rCAG RNA binder
37	-1	nt	-2	0	1
38	1	5	0	-4	2
39	-8	-3	0	0	6
40	-23	5	1	55*	21
41	0	1	0	0	-5
42	0	-9	0	1	-8
43	6	-7	5	-2	-2
44	4	3	2	-2	2
45	1	3	-2	0	-3
46	5	6	-3	2	0
47	-4	-6	3	-2	14
48	8	2	-1	0	-2

# Next entries
nr	Compound	PG9 binder	NR1D1 modulator	TDP2 inh	ABHD4 inh	HTRA1 inhibitor
49	CCOc1ccccc1CNS(=O)(=O)c1csc(C(N)=O)c1	-0.2	-1	-3	-4	-3
50	Cc1nnc(SCC(=O)N2c3ccccc3CC2C)s1 (configuration not stated)	1.3	-5	-7	2	6
51	COc1ccc(OC)c(CCNC(=O)CS(=O)(=O)Cc2nc(-c3ccc(C)cc3)oc2C)c1	0.6	-11	8	-3	2
52	COc1ccc(NC(=O)CN(C)C(=O)c2csc3c2CCCC3)cc1	-1.0	3	-10	-10	-3
53	COc1ccc(C(=O)NC[C@H]2O[C@@H](n3cnc4c(N)ncnc43)[C@H](O)[C@@H]2O)cc1OC	-0.5	2	0	-2	nt
54	O=C1N/C(=C/c2cccn2-c2ccccc2)C(=O)N1c1cccc(Cl)c1	-1.4	1	-14	-4	-4
55	O=c1cc(CSc2ccccc2)nc(-c2ccccc2)[nH]1	-2.8	-1	-4	1	nt
56	CC(C)(C)c1ccc(NC(=O)COC(=O)c2ccc(NS(=O)(=O)c3ccc(F)c(F)c3)cc2)cc1	-1.9	-2	-11	-97	-76
57	COc1ccc(CC(=O)NC(=S)NNC(=O)COc2c(C)cccc2C)cc1	0.6	-1	2	0	-7

nr	SIAE primary	TCR CD3 inh	LEDGF integ inh	PRMT1 FP inh	rCAG RNA binder
49	3	-1	-4	2	-1
50	1	-3	0	0	1
51	11	-1	-2	-1	-4
52	-8	-2	6	-3	2
53	1	0	-1	0	1
54	-2	2	3	-2	6
55	5	5	6	1	-5
56	-84	-4	-1	1	70*
57	-5	1	-1	10	3
